From PubChem BioAssay
HIF-2a inh: HIF-2a inhibition; 786-0 RCC cells HIF-2a reporter, luciferase luminescence, overnight; inhibition, % at 18.8 µM; 0.72% of 360,000 active; AID 624352;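 active = inhibition of the luminescence signal of 40% or more relative to plate controls, in a single-dose primary screen at 18.75 µM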
NR2E3 ag-1: agonists of human nuclear receptor NR2E3 | AID 2300 | Q9Y5X4 | GST-NR2E3/biotin-RetCOR TR-FRET, 1536-well | inhibition of corepressor binding, % at 4.78 µM | 0.12% of 320,000 active;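 active = percent inhibition above the cutoff of mean plus 3 SD of all tested compounds, set per screening campaign, cut at about 20% in these data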;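 note: 0% = DMSO wells and 100% = biotin wells as full block of FRET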
Target sequence (Q9Y5X4 whole entry, looked up): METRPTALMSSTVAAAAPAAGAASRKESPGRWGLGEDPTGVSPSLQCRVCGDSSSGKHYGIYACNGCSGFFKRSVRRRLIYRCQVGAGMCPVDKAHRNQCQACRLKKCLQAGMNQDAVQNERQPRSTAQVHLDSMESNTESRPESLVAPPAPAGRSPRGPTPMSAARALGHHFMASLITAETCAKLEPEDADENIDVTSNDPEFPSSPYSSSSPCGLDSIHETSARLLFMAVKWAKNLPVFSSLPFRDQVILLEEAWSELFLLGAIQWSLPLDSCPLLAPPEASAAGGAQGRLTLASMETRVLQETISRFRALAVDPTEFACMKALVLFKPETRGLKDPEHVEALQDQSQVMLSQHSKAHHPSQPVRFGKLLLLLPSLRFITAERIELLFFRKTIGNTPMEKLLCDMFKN
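Format: 1536-well format; test system: GST-NR2E3 and biotin-RetCOR proteins; read-out basis: percent inhibition of TR-FRET ratio; timing: 5 h incubation at 4 °C; detection: time-resolved FRET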
NR2E3 ag-2: activates human NR2E3 receptor; Q9Y5X4; AID 602229; CHO-S Gal4-NCOR/VP16-NR2E3 two-hybrid, luciferase; inhibition of corepressor binding, % at 3.98 µM; 0.35% of 360,000 active;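 active = inhibition above the mean of all tested compounds plus 3 SD, cut at about 70% in these data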;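 note: 0% = DMSO with NR2E3 transfected cells and 100% = cells lacking NR2E3 construct; higher means lower luciferase signal from less NR2E3 corepressor binding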
PDI inh: inhibitors of human protein disulfide isomerase; inhibition, % at 10 µM; AID 588391; PDI insulin aggregation turbidity, A650, 90 min; 0.052% of 350,000 active;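 active = mean inhibition across replicates of 30% or more, whatever share of single replicates reach that level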;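 note: absorbance from insulin aggregation driven by PDI reduction with DTT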
m5-HT2A agonist: mouse HTR2A agonism via beta-arrestin recruitment; CHO-K1 mHTR2A beta-arrestin complementation, luminescence; percent of 30 µM serotonin response; AID 624169; P35363; activation, % at 7.6 µM; 0.66% of 360,000 active;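 active = activation above a run cutoff, the mean activation of all tested compounds plus 3 SD, cut at about 14% in these data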;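 note: 0% = plate median of compound wells and 100% = 30 µM serotonin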
Target sequence (P35363 whole entry, looked up): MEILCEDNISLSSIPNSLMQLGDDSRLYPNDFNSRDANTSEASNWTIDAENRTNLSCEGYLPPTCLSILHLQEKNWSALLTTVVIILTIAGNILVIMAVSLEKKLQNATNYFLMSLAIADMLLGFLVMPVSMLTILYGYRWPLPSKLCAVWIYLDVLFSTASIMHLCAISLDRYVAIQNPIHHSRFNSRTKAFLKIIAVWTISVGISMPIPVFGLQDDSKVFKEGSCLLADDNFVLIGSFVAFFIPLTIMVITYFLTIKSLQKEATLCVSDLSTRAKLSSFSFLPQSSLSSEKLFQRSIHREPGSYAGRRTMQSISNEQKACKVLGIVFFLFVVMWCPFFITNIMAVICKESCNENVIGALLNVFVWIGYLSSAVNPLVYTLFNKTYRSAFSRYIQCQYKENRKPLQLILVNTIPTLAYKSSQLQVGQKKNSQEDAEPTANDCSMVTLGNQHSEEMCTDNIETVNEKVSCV
TRPM1 prom inh: reduces MITF-dependent TRPM1 promoter luciferase signal; SK-MEL-5 TRPM1 promoter luciferase, 24 h; inhibition, % at 12.5 µM; 0.83% of 330,000 active; AID 488899;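 active = mean inhibition across replicates of 60% or more, whatever share of single replicates reaches that level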; note: values of inactives mirror those of a sister screen read the other way
CaV13 FRET inh: Disruptors of the CACNA1D IQ motif to Ca2+-dependent inactivation inhibitor domain association, primary screening, Förster resonance energy transfer in intact living …; 0.098% of 340,000 active; AID 743397; inhibition, % at 12.3 µM; HEK cells, CFP/YFP FRET ICDI-IQ, plate reader, 10 min; percent FRET-ratio fall versus neutral wells;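 active = mean replicate inhibition of at least 30% and at least 1% of replicates passing that level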;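 note: 0% = median of the neutral control wells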
hiPSC survival: enhancers of human iPSC single-cell survival; hiPSC single-cell survival, ATPlite luminescence; 100% = ROCK inhibitor wells, 0% = DMSO; survival enhancement, % at 20 µM; 0.044% of 360,000 active; AID 602274; in the data active = survival enhancement above about 18%;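 note: cells exposed to compounds for 16 hours before the ATP read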
H9c2 protect: modulators protecting cardiomyocytes from myocardial damage; protection from H2O2 cell death, % at 20 µM; H9c2 cardiomyocytes, H2O2 injury protection, ATPLite, 2 h; 0.63% of 360,000 active;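 active = compounds giving at least 50% protection of heart cells from peroxide-induced death in the single-dose screen, raw or plate-pattern-corrected value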;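 note: 0% = DMSO wells with peroxide and 100% = DMSO wells without peroxide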
Peg3 promoter: reduces Peg3 promoter-driven luciferase expression in HeLa; HeLa PEG-Prom luciferase reporter, luminescence, overnight; inhibition, % at 20 µM; 1.7% of 360,000 active; AID 588405;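 active = inhibition of at least 50% at 20 µM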
Shn3 3UTR inh: inhibitors of Schnurri-3 3'UTR reporter in osteoblasts; Clone20 osteoblast Shn3 3'UTR firefly luciferase, 24 h; 0.52% of 360,000 active; inhibition, % at 12.5 µM; AID 588674;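 active = mean inhibition of at least 75% with every replicate also reaching 75%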;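 note: 0% = median of neutral control wells and 100% = pilot-screen positive control compound; some compounds past the cut are filed as inactive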
* = called active by the depositor; · = no result given.

Structure	NR2E3 ag-2	H9c2 protect	HIF-2a inh	hiPSC survival	m5-HT2A agonist	NR2E3 ag-1	CaV13 FRET inh	Shn3 3UTR inh	PDI inh	TRPM1 prom inh	Peg3 promoter
O=C(Cn1ncc2c3ccccc3n(Cc3cccc(Cl)c3)c2c1=O)N1CCC2(CC1)OCCO2	4.5	9.1	10.0	-0.7	6.7	0.8	·	6.3	8.3	16.9	5.8
CN(C)[C@@H]1C(=O)C(C(N)=O)=C(O)[C@@]2(O)C(=O)C3=C(O)c4c(O)ccc(Cl)c4[C@@](C)(O)C3C[C@@H]12 (stereo partly drawn)	-26.8	7.2	-4.9	-2.7	0.8	·	-6.6	-19.6	11.6	39.1	20.1
CN(C)c1cccc(CN2CCN(c3ccccc3)CC2)c1	0.4	2.3	-1.9	-2.0	3.2	·	-5.9	8.5	·	·	-9.8
CN(C)C(=O)OCc1n(C)cc[n+]1C	8.2	5.9	17.6	-0.6	6.8	0.9	-8.1	19.6	9.1	10.9	2.3
C=CCCC1(CC(C)C)C(=O)NC(=S)NC1=O	32.4	0.2	10.0	-1.4	-1.9	·	-6.6	6.2	5.9	3.6	-1.2
CC12CN3CCN(CC(C3)/C1=N/NC(N)=O)C2	-13.4	8.1	6.2	-0.2	-0.5	0.4	-5.3	2.5	2.7	-5.1	-4.2
CC1CCC(NCC(O)c2ccccc2)CC1 (stereo not drawn)	0.0	1.5	0.7	-4.1	3.4	1.8	-7.9	8.4	10.7	5.5	23.9
COC(=O)C1=C(c2ccc(F)cc2OCc2ccccc2)C[C@@H]2CC[C@H]1N2C(=O)NCc1cccc(C(F)(F)F)c1	7.6	0.1	10.2	-3.8	-15.1	-0.1	-9.6	14.6	3.5	0.8	12.6
CCOP(=O)(OCC)Oc1cc(C)c(N(C)C)c(C)c1	-12.3	-2.9	6.7	-0.4	0.2	·	-10.0	-3.3	-7.2	-14.4	-1.2
CC(=O)C1CCC2(O)C3CCC4=CC(=O)CCC4(C)C3CCC12C (stereo not drawn)	-33.9	-3.4	3.6	2.5	-1.2	·	-5.0	-2.3	-1.7	3.9	-4.6
C=CCn1c(O)c(C(C)=Nc2ccc(N(CC)CC)cc2)c(=O)[nH]c1=O	-45.6	1.1	5.6	-0.5	3.2	2.1	-5.4	26.3	8.9	15.0	14.9
O=c1c2ccccc2[se]n1-c1ccccc1	4.0	-44.3	-36.8	-0.8	-7.8	-1.0	-5.4	-8.7	0.3	4.0	-13.8
CCCNC(=O)Cn1cnc2sc(C(=O)N3CCC4(CC3)OCCO4)c(C)c2c1=O	4.4	1.2	10.6	1.7	1.7	-2.0	-7.2	2.6	4.8	-15.1	-2.4
O=C(CCc1ccccc1)N1Cc2cc(N3CCOCC3)ccc2-n2nncc2C1	21.5	4.0	10.8	0.6	0.2	·	-6.0	12.5	·	·	4.7
Nc1ccccc1C(=O)OCc1ccc([N+](=O)[O-])cc1	-64.0	-6.6	-229.0	-0.4	-1.3	2.5	-5.7	15.1	-5.6	-52.0	-188.4
CC(=NCCCN1CCCCC1)c1c(O)n(Cc2ccccc2)c(=O)[nH]c1=O	2.4	2.1	3.5	-0.7	-4.3	3.0	-8.9	26.7	7.8	-1.1	3.1
CC12CN3CCN(C1)CC(C)(C3)C2=NO	-1.9	-1.9	6.8	1.7	4.9	2.2	-13.6	-7.8	-5.8	1.0	8.7
COc1cc(/C=C2\C(=O)NC(=O)N(c3ccccc3)C2=O)cc(OC)c1OC	6.8	13.0	14.4	7.1	15.1*	-1.8	-5.2	-4.9	0.1	-10.5	3.4
CN1CSC(=S)N(C)C1	-10.5	-11.9	2.9	4.0	-1.7	-0.4	·	13.2	3.9	3.6	11.1
CC(C)(C)P(=O)(N1CCOCC1)N1CCOCC1	7.7	-6.9	12.4	0.5	6.2	1.2	-8.7	-26.6	9.3	-5.9	4.3
C/C(O)=C(\C#N)C(=O)Nc1cc(Br)ccc1Br	-37.6	-7.9	2.8	-0.8	-4.4	2.8	-5.0	-2.3	-2.4	5.1	-5.1
Cc1ccc(S(=O)(=O)NC(Cc2cnc[nH]2)C(=O)O)cc1 (stereo not drawn)	-7.4	17.4	13.3	4.4	3.0	-1.1	-3.2	-8.6	28.7	-4.2	21.3
O=c1[nH]c2ccccc2n1C1CCN(C(c2ccccc2)c2nnnn2Cc2ccccc2)CC1 (stereo not drawn)	47.7	12.8	-11.1	2.2	7.5	·	-4.0	53.2	·	·	71.0*
O=C(c1cccs1)c1cn(Cc2ccccc2Cl)c2ccccc12	3.2	-4.9	18.0	-0.2	-2.2	6.6	-4.6	-4.6	-1.1	-1.1	25.6
Cc1ccc(N2C(=O)NC(=O)/C(=C\c3cccn3C(C)(C)C)C2=O)cc1	-3.7	1.6	-3.5	-1.6	-6.8	3.7	-5.8	-7.0	-7.2	-8.1	6.9

Next part; it opens with the 3 that closed the last part.
Structure	NR2E3 ag-2	H9c2 protect	HIF-2a inh	hiPSC survival	m5-HT2A agonist	NR2E3 ag-1	CaV13 FRET inh	Shn3 3UTR inh	PDI inh	TRPM1 prom inh	Peg3 promoter
O=c1[nH]c2ccccc2n1C1CCN(C(c2ccccc2)c2nnnn2Cc2ccccc2)CC1 (stereo not drawn)	47.7	12.8	-11.1	2.2	7.5	·	-4.0	53.2	·	·	71.0*
O=C(c1cccs1)c1cn(Cc2ccccc2Cl)c2ccccc12	3.2	-4.9	18.0	-0.2	-2.2	6.6	-4.6	-4.6	-1.1	-1.1	25.6
Cc1ccc(N2C(=O)NC(=O)/C(=C\c3cccn3C(C)(C)C)C2=O)cc1	-3.7	1.6	-3.5	-1.6	-6.8	3.7	-5.8	-7.0	-7.2	-8.1	6.9
CC12C=CC(=O)CC1CCC1C2CCC2(C)C(O)C(O)CC12 (stereo not drawn)	-13.0	117.7*	4.8	3.5	1.2	·	-5.9	12.7	3.4	6.2	21.7
Cc1cc(/C=C2\C(=O)NC(=O)N(Cc3ccccc3)C2=O)c(C)n1-c1ccc(Cl)c(C(=O)O)c1	-14.1	7.7	4.7	1.2	3.9	3.1	-4.7	-34.0	-2.8	-15.9	2.4
O=C(CCCn1c(=O)[nH]c2cc(Cl)ccc2c1=O)N1CCC2(CC1)OCCO2	1.8	7.2	5.4	1.2	2.7	-2.4	-5.0	1.0	11.2	-7.7	11.9
COC(=O)C1=C(c2cc3ccccc3o2)C[C@@H]2CC[C@H]1N2C(=O)N1CCCCC1	-3.6	-16.3	28.9	-1.3	-6.7	-0.9	-4.9	36.4	0.5	38.7	8.8
CCOC(=O)[C@]12Cc3ccsc3[C@H]1N(Cc1ccccc1)C(=O)c1ccccc12	-0.8	0.5	29.3	-1.6	-12.3	·	-10.6	27.6	-3.6	-2.2	31.6
C=CCn1c(O)c(C(CC)=NCCN2CCN(C(=S)NC)CC2)c(=O)[nH]c1=O	-24.2	4.1	14.5	-0.2	-1.4	4.1	-5.2	13.2	6.1	7.9	7.7
CCOC(=O)CNC(=O)N1Cc2cc(-c3ccccc3)ccc2-n2nncc2C1	-5.1	5.7	0.1	3.0	4.1	·	-8.9	6.4	·	·	14.4
COc1ccccc1N1CCN(Cc2cnc(-c3ccccc3)[nH]2)CC1	-47.6	2.1	8.0	1.2	-2.9	0.9	-5.0	8.2	6.1	2.7	10.9
CC(C)n1c(=O)c(C=Nc2cccc([N+](=O)[O-])c2)c(O)n(CCc2ccccc2)c1=O	9.5	6.0	9.6	0.8	-0.7	2.2	10.6	7.3	8.2	5.0	9.2
CCCCC/C(=N\O)c1c[nH]c2ccccc12	-5.5	-6.1	-97.2	-1.0	1.9	0.6	·	-0.1	4.9	-9.8	-12.2
CN(C)c1ccc([N+](=O)[O-])c([N+](=O)[O-])c1	2.7	-6.1	1.4	1.4	2.9	·	-10.6	-20.0	-1.0	1.2	-4.6
CCN(CC)c1ccc(N=Cc2c(O)[nH]c(=O)[nH]c2=O)cc1	-39.7	-5.7	-23.4	-0.7	4.3	-1.1	-4.5	-0.5	8.2	-6.3	-6.8
O=c1[nH]c2ccccc2n1C1CCN(C(CCc2ccccc2)c2nnnn2-c2ccc3c(c2)OCCO3)CC1 (stereo not drawn)	47.6	16.6	-33.1	0.4	8.7	·	-5.1	60.1	·	·	90.3*
Cc1ccc(-c2cc(-c3ccccc3)cc(-c3ccccc3)[n+]2-c2ccccc2)cc1	15.4	-27.3	0.5	-2.8	10.8	2.0	-5.8	97.8*	-9.3	103.3*	99.5*
Cc1cc(C(=O)OC(C)C(=O)Nc2ccccc2)c(C)n1C1CC1 (stereo not drawn)	-20.0	-1.8	13.0	3.1	0.8	·	-4.6	-3.9	0.9	·	16.5
CN1CCN(c2ncnc3nc[nH]c23)CC1	6.3	2.5	-11.8	1.2	-2.0	1.3	-0.1	9.5	11.2	21.8	-28.9
O=C(Nc1ccccc1)N1CC2CC(C1)c1cccc(=O)n1C2 (stereo not drawn)	4.5	0.5	6.4	-4.0	1.1	-2.0	7.5	16.9	6.1	0.5	15.8
Cc1ccc(C(=O)NC2CC3CCC(C2)N3)cc1 (stereo not drawn)	3.0	-4.3	21.6	0.4	-1.1	1.8	-10.3	-23.9	2.6	2.2	7.9
COc1ccc2c(c1)c(CCN)c(C)n2Cc1ccccc1	-3.7	6.4	19.1	-0.3	4.4	-1.9	-4.2	7.2	0.0	7.5	3.4

Not all compounds are listed; the hit share may differ from the screen's.
